p53ts 32C kill: p53ts cell cytotoxicity, permissive temperature; H1299-p53A138V at 32C, ATP luminescence viability, 24 h; Potency, µM (doses to about 46.1 µM), for inactives: at the top dose activity change, negative = cytotoxicity, hits mostly cytotoxic; AID 924; 0.93% of 130,000 active;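 further: 0% = DMSO and -100% = full killing by reference compound; nearly all actives have a fitted effect of over 55% in size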
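H1299-p53 A138V cells (temperature-sensitive p53) exposed 24 h to up to 46 uM compound at 32C, where p53 is wild-type in conformation. Viability read as ATP luminescence and normalised to DMSO and 100 uM tamoxifen. AC50 fitted with the Hill equation.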
p53ts 39C kill: kills p53ts cells at the nonpermissive temperature; 1.5% of 130,000 active; H1299-p53A138V viability at 39C, ATP luminescence, 24 h; Potency, µM (top dose mostly 46.1 µM), without a hit: at the highest dose activity change, negative = cell killing, most hits filed as cytotoxic; further: nearly all actives have a fitted effect of over 55% in size
IkB sig inh: IkB pathway inhibition in ABC-DLBCL cells | ABC-DLBCL IkBa-CBG/CBR dual luciferase ratio, 4 h; response scale: scaled: untreated 0%, proteasome inhibitor 100% | Potency, µM (series often up to 57.1 µM), for the others: top-dose IkBa stabilization activation | 0.04% of 110,000 active | AID 445; active means well fitted curve in the direction sought with a large enough effect in the signal ratio, not every such curve was filed as active; inconclusive means small, poorly fitted or top-dose-only effect, or a change in a side signal; the % refers to the signal ratio;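 further: the direction sought is a rising ratio; 0% = basal untreated cells and 100% = reference inhibitor full response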
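Luminescence ratio of IκBα-fused green versus native red beetle luciferase in OCI-Ly3 cells, 4 h post-doxycycline with compound; red signal alone, scaled from basal (0%) to zero light (-100%), flagged nonspecific or cytotoxic effects.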
Peg3 imprint: genomic imprint erasure induction. mouse ES Peg3-LacZ reporter, beta-gal luminescence, 40 h. Potency, µM (highest dose often 60.7 µM), for inactives: at the top dose activity change, positive = activation, most hits filed as activators. 0.02% of 110,000 active. AID 1948;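 further: 0% = negative control wells on the plate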
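Readout: BetaGlo luminescence (5 min, room temp) for LacZ from the normally silent maternal Peg3 allele in female Peg3LacZ-Neo ES cells. Cells 300/well, 40 h, 37C, 5% CO2. Data normalized per plate to negative controls.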
An asterisk follows results filed as active; ? = inconclusive; nt = no result given; [ ] = dose if it differs, or a comment. Unless noted, the call rests on the fitted dose curve; in most records, active means well fitted curve in the direction sought with a large enough effect; inconclusive means small, poorly fitted or top-dose-only effect, or another doubt; inactive means no such curve, though single readings can be large; an effect the other way counts as inactive or inconclusive. Unless noted, on the % scale 0 is the no-effect control and ±100 the full control effect; potency means the concentration at half of the fitted maximal effect.

Sequence of screens: p53ts 32C kill	p53ts 39C kill	IkB sig inh	Peg3 imprint
Cc1oc(/N=C/c2ccc(Cl)cc2Cl)c(C#N)c1C
    -7%	13%	2.4%	-5%
C1CCC(n2nnnc2CN2CCCC2)CC1
    -8%	1%	2.1%	-2%
COc1ccc(OC)c(-n2c(N)c(C(=O)NCC3CCCO3)c3nc4ccccc4nc32)c1 (configuration not stated)
    -17%	-20%	?	-16%
O=C(Cn1cnc2ccccc2c1=O)c1c[nH]c2ccccc12
    -4%	-4%	0.3%	-3%
CCCCC(=O)Nc1ccc(OCc2cc(=O)n3ccc(C)cc3n2)cc1
    11%	-3%	-0.2%	4%[10.9 µM]
COc1cc(OC)cc(C(=O)Nc2ccc(-c3nc4ccccc4o3)c(O)c2)c1
    -27%	-16%	2.7%	-19%
COc1cc(NC(=O)C2CCCN2S(=O)(=O)c2cccc3cccnc23)cc(OC)c1OC (configuration not stated)
    -2%	0%	-0.7%	2%
CC(C)Cn1c(=O)c2sccc2n2c(CCCC(=O)Nc3ccc(Cl)cc3)nnc12
    -4%	-10%	2.9%	-10%[10.9 µM]
Cc1cc(CCN2CCC(=O)NC2=O)ccc1OC(C)C
    2%	-7%	0.5%	-13%
Cc1cccc(-c2nnc(SCC#N)n2Cc2ccccc2)c1
    -2%	2%	-2.2%	-12%
Cc1cc(C)cc(N2CCn3c2nc2c3c(=O)n(CCCc3ccccc3)c(=O)n2C)c1
    11%	0%	?	-14%[10.9 µM]
COc1cccc(NC2=CC(=O)CC(C)(C)C2)c1
    -1%	-11%	1.4%	-6%
O=C(c1ccncc1)N1CCC2(CCCN(c3cccc(-c4ccccc4)c3)C2)CC1
    7%	6%	-1.3%[11.4 µM]	nt
O=C(NCCc1ccc(Cl)cc1)c1cnc2sc(N3CCOCC3)nn2c1=O
    4%	2%	-4.5%	-3%[10.9 µM]
CCOc1ccccc1NC(=O)c1c(NC(=O)Cc2ccc(OC)cc2)sc2c1CCC2
    4%	6%	-0.3%	17%[10.9 µM]
COc1ccc(CNC(=O)c2ccc(N3CCCC3)c(NC(=O)NCc3ccc(C)cc3)c2)cc1
    -3%	-21%	?	-3%[10.9 µM]
CCOc1ccccc1NC1c2ccccc2C(=O)N1Cc1ccco1 (configuration not stated)
    5%	18%	1.9%	-19%
CCN(C(=O)c1cn(CC)c(=O)c2cc(OC)c(OC)cc12)c1ccccc1F
    0%	31%[activator]	0.7%	-4%[10.9 µM]
CCCCn1ccnc1C(=O)c1cccc(S(=O)(=O)N2c3ccccc3CC2C)c1 (configuration not stated)
    3%	-1%	1.5%	-22%
CCOC(=O)c1[nH]c2ccc(OCC)cc2c1NC(=O)CN1CCN(c2ccccc2)CC1
    -3%	-13%	-2.3%	?
CCn1c(=O)c2sccc2n2c(CCC(=O)NCc3ccc(Cl)cc3)nnc12
    14%	-19%	-0.1%	8%[10.9 µM]
Cc1ccc2c(=O)cc(C(=O)Nc3sc4c(c3C(=O)NCc3ccco3)CCC4)oc2c1C
    4%	7%	-1.2%	-8%[10.9 µM]
O=C(Nc1nc2ccc(F)cc2s1)c1nc(S(=O)(=O)Cc2ccccc2)ncc1Cl
    ?	?	-3.8%	-50%[inhibitor][10.9 µM]
COCCCNC(=O)CCCn1c(=O)c2cccn2c2ccccc21
    -5%	-6%	?	-15%[10.9 µM]
Cc1sc2ncnc(OCC(=O)NCC3CCCO3)c2c1C (configuration not stated)
    -4%	-4%	-0.5%	-7%
CCOC(=O)N1CCN(c2c(NC3CCN(Cc4ccccc4)CC3)c(=O)c2=O)CC1
    -12%	-1%	-1.3%	-6%
COC(=O)c1c(O)ccc(Oc2ccccc2)c1C(=O)OC
    -2%	-12%	nt	nt
COc1cc(-c2noc(-c3cc4cccc(C)c4oc3=O)n2)cc(OC)c1OC
    1%	-6%	-1.0%	8%[10.9 µM]
Cc1noc(/C=C/N(C)C)c1S(=O)(=O)N1CCCC(C(=O)NC2CCCCC2C)C1 (configuration not stated)
    13%	13%	4.1%	-6%
OCc1cn(-c2ccccc2)nc1-c1ccc(-c2nn(-c3ccccc3)cc2CO)cc1
    18%	-2%	0.2%	-6%

The list continues.
Sequence of screens: p53ts 32C kill	p53ts 39C kill	IkB sig inh	Peg3 imprint
c1ccc(OCCSc2nnnn2-c2ccccc2)cc1
    -17%	-27%	?	-26%
O=C(c1cccc(C(F)(F)F)c1)N1CCCCCC1
    12%	7%	-0.8%	-14%
CC(C)CCNC(=O)c1ccc2c(c1)NC(=O)C(C(C)C)N2 (configuration not stated)
    2%	10%	-2.4%	-8%[10.9 µM]
COc1ccc(CNC(=O)Nc2cn(CC(C)C)c(=O)c3ccccc23)c(OC)c1
    -2%	-2%	7.1%	-6%[10.9 µM]
O=C(Nc1ccc(Cl)c(Cl)c1)Nc1cc(C(=O)N2CCOCC2)ccc1N1CCCCC1
    -9%	4%	1.6%	2%
Cc1ccc(-n2nc3c(=O)n(C(C)C(=O)NCc4ccc(OC(C)C)cc4)nc(C)c3c2C)cc1 (configuration not stated)
    9%	-21%	?	-14%[10.9 µM]
O=C1N(CN2CCN(c3cccc(Cl)c3)CC2)c2ccccc2C12OCCCO2
    -5%	3%	0.2%	-34%[inhibitor]
CCSc1ccc2nnc(-c3cccc(F)c3)n2n1
    -1%	-1%	-2.2%	-5%
Cc1ccc2nc(NCCCN3CCOCC3)c(C=NCCCN3CCOCC3)c(=O)n2c1
    3%	-5%	-0.4%	1%
CSc1nnc(NC(=O)c2cc(=O)c3cc(C)c(C)cc3o2)s1
    -8%	-19%	0.3%	3%[10.9 µM]
O=C(NCCc1c[nH]c2ccccc12)C(F)(F)C(F)F
    -3%	-6%	-2.6%	-4%
Cc1onc(-c2ccc(F)cc2F)c1C(=O)Nc1cccc(C(F)(F)F)c1
    12%	-2%	0.0%	7%[10.9 µM]
COc1ccc(OCC(=O)NCCCN2CCOCC2)cc1
    -4%	8%	nt	nt
Cc1ccc(C(=O)CSc2nc3cccnc3n2C)cc1
    -7%	3%	0.7%	-12%
O=C(CC1CCCC1)Nc1nc2ccccc2[nH]1
    -16%	-21%	?	-25%
CC(C)Cn1cnc2c(N)nc3ccccc3c21
    2%	4%	-3.4%	-10%
O=c1cc(N2CCOCC2)[nH]c(=O)n1C1CCCCC1
    3%	-5%	-2.0%	15%
COC(=O)C1C2C=CC3(CN(C(C)C)C(=O)C13)O2 (configuration not stated)
    -2%	-1%	1.1%	-2%
CCOC(=O)CC(NC(=O)CCc1c(C)nc2c(-c3ccccc3)c(C)nn2c1C)c1ccc(OC(C)C)cc1 (configuration not stated)
    103%[activator]	54%[activator]	?	-14%[10.9 µM]
Cn1c(CCCOc2ccc(Cl)cc2Cl)nnc1SCC(=O)Nc1nccs1
    -1%	-8%	-0.4%	-7%
CN1CCN(CCC(=O)Nc2ccccc2Cl)CC1
    1%	5%	-0.6%	-3%
CCN(CC)c1ccc(-c2nc(-c3ccco3)no2)cc1[N+](=O)[O-]
    -10%	-10%	?	-16%[10.9 µM]
Cc1ccc2[nH]c3nc(SCCN4CCOCC4)nnc3c2c1
    -5%	-7%	-3.7%	nt
COc1ccc(NC(=O)CCS(=O)(=O)c2ccc3c(c2)CCCN3C(C)=O)cc1
    7%	-4%	-0.5%	1%
Cc1ccc(N2CC(c3nc(-c4ccc(Cl)cc4)no3)CC2=O)cc1F (configuration not stated)
    -19%	?	-1.7%	-6%[10.9 µM]
CCc1ccc(NC(=O)CSC2=Nc3ccccc3C3=NC(CC(=O)NCc4ccc5c(c4)OCO5)C(=O)N23)cc1 (configuration not stated)
    11%	-4%	?	-18%[10.9 µM]
Cc1ccc(SCCCCN2C(=O)NC(C)(C)C2=O)cc1
    -7%	-8%	0.3%	-9%
O=C(C1CCN(c2ncnc3c2sc2cccc(F)c23)CC1)N1CCOCC1
    -4%	13%	5.6%	-23%
CCC(C)(C(=O)NC1CCCC1)N(C(=O)CNC(C)=O)c1ccccc1 (configuration not stated)
    1%	0%	-0.2%	?
CC(=O)N1CC=CC1(CC(C)C)C(=O)NCCc1c[nH]c2ccccc12 (configuration not stated)
    0%	-10%	nt	-4%

Continuation:
Sequence of screens: p53ts 32C kill	p53ts 39C kill	IkB sig inh	Peg3 imprint
COc1ccc2nc(C)c3cc(C)oc3c2c1
    5%	1%	-1.1%	-11%
CCn1cc(C(=O)O)c(=O)c2cc(S(=O)(=O)N(C)C)ccc21
    2%	9%	2.0%	-6%
Cc1ccc(C(=O)Nc2ccc(-c3nc4ccccc4s3)cc2C)cc1C
    -8%	-11%	-4.3%	5%[10.9 µM]
CCS(=O)(=O)N1CCC(C(=O)NCCC2=CCCCC2)CC1
    -9%	16%	-0.8%	-9%
CCN(c1ccc(C)cc1)S(=O)(=O)c1nnc(NC(=O)C2CCCCC2)s1
    ?	?	?	-20%[10.9 µM]
C=Cn1c(N2CCOCC2)nc2c1c(=O)[nH]c(=O)n2C
    -3%	12%	-1.0%	-11%
COCCCNC(=O)c1ccc2c(c1)N(Cc1ccccc1)C(=O)c1ccccc1S2
    -2%	?	1.2%	-17%[10.9 µM]
CCCCNC(=O)CC1N=C2c3ccccc3N=C(SCC(=O)NCc3ccccc3Cl)N2C1=O (configuration not stated)
    6%	0%	?	3%[10.9 µM]
CCCN1CCN(c2nc3c([nH]2)c(=N)ncn3CC(O)CO)CC1 (configuration not stated)
    -1%	-6%	1.2%	3%
Cc1ccc(NC(=O)c2ccc3c(O)c(S(=O)(=O)c4ccc(Cl)cc4)c(=O)[nH]c3c2)cc1
    -12%	-7%	2.6%	13%[10.9 µM]
Cc1cccc(C(=O)Nc2ccc(N3CCC(N4CCCCC4)CC3)c(C(=O)O)c2)c1
    14%	-10%	-0.3%	-12%[10.9 µM]
Cc1nn(-c2ccccc2)c(N)c1N=Nc1ccc(Cl)cc1
    -24%	2%	nt	nt
Cc1cccn2c(=O)cc(CSc3nnc(NC(=O)C(C)C)s3)nc12
    -8%	-10%	-0.6%	14%[10.9 µM]
CN(C(=O)C1CCOC1)c1nnc(-c2ccccn2)s1 (configuration not stated)
    -2%	-3%	-1.0%	-32%[inhibitor]
CCOC(=O)c1c(CN2CCCCC2)n(C)c2ccc(OC)c(S(=O)(=O)c3ccccc3)c12
    5%	10%	1.5%	-18%
Cn1cccc1C(=O)N1CCC2(CCCN(c3ncccn3)C2)CC1
    -6%	12%	2.1%[11.4 µM]	nt
Cc1ccc(Cl)cc1N1CCN(C2(c3ccccc3)C(=O)c3ccccc3C2=O)CC1
    6%	-2%	6.8%	-1%[10.9 µM]
O=C(Nc1cnn(C23CC4CC(CC(C4)C2)C3)c1)c1cc(-c2ccccc2)on1
    -5%	0%	-0.1%	13%
COCCNC(=O)C(c1ccc(F)cc1)N(CC1CCCO1)C(=O)CCC(=O)Nc1ccccn1 (configuration not stated)
    5%	-1%	1.9%	2%
COc1ccc(C)cc1NC(=O)CN(c1ccccc1)S(=O)(=O)N(C)C
    -5%	1%	-1.4%	-8%[10.9 µM]
O=C(CCCc1ccc(-c2ccccc2F)cc1)Nc1ccc(O)cc1
    9%	-25%	nt	-14%
CCCCCC(=O)Nc1ccc2oc(-c3cncc(Br)c3)nc2c1
    1%	7%	-2.3%	-28%

Of the compounds above, these contain two or more sulfur atoms.
Sequence of screens: p53ts 32C kill	p53ts 39C kill	IkB sig inh	Peg3 imprint
O=C(Nc1nc2ccc(F)cc2s1)c1nc(S(=O)(=O)Cc2ccccc2)ncc1Cl
    ?	?	-3.8%	-50%[inhibitor][10.9 µM]
CSc1nnc(NC(=O)c2cc(=O)c3cc(C)c(C)cc3o2)s1
    -8%	-19%	0.3%	3%[10.9 µM]
Cn1c(CCCOc2ccc(Cl)cc2Cl)nnc1SCC(=O)Nc1nccs1
    -1%	-8%	-0.4%	-7%
CCN(c1ccc(C)cc1)S(=O)(=O)c1nnc(NC(=O)C2CCCCC2)s1
    ?	?	?	-20%[10.9 µM]
Cc1cccn2c(=O)cc(CSc3nnc(NC(=O)C(C)C)s3)nc12
    -8%	-10%	-0.6%	14%[10.9 µM]

Compound activity: PubChem, National Center for Advancing Translational Sciences (NCATS)
